Pf growth 48h: P. falciparum growth inhibition at 48 hours (one generation); 5.9% of 310,000 active; Potency, µM (top dose mostly 28.7 µM), for inactives: at the top dose activity change, negative = inhibition, most hits filed as inhibitors; P. falciparum luciferase growth in erythrocytes, 48 h; further: potency means the concentration at half of the fitted maximal effect; on the % scale 0 is the no-effect control and ±100 the full control effect
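Compounds are pin-transferred into medium, infected erythrocytes (2% hematocrit, 0.1% parasitemia final) are added, and plates sit one parasite generation at 37 C in 5% CO2. Detection reagent is then added and luminescence measured.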
LmPK inh: inhibitors of Leishmania mexicana pyruvate kinase | Potency, µM (top dose mostly 57.5 µM), for the others: at the top dose activity change, negative = inhibition, most hits filed as inhibitors | 0.37% of 290,000 active | AID 1721 | purified LmPK, Kinase-Glo ATP luminescence, 1 h | Q27686; further: potency means the concentration at half of the fitted maximal effect; on the % scale 0 is the no-effect control and ±100 the full control effect
Target sequence (Q27686 whole entry, looked up): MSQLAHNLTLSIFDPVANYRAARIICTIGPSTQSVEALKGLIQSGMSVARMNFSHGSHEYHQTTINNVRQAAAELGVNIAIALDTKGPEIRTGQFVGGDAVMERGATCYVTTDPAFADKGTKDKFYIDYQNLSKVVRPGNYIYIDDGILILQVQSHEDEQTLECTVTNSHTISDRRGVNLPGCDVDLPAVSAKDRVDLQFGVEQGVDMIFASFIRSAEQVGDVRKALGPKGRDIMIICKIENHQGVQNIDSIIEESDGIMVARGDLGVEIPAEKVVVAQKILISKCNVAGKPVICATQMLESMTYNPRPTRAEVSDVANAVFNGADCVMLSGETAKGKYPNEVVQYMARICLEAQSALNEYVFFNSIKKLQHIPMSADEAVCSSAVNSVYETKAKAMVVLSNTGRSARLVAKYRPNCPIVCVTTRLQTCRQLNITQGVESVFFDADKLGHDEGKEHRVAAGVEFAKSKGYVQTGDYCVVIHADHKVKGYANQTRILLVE
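qHTS format; LmPK 0.1 nM; substrates PEP 0.5 mM and ADP 0.1 mM. One-hour room-temperature incubation, then coupled luciferase luminescence; 0.5 nM enzyme wells mark activation.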
Shiga toxin inh: inhibitors of Shiga toxin in Vero cells; Vero cells, Shiga toxin protein synthesis inhibition reporter; inhibition, % at 38.7 µM; 9.2% of 290,000 active; AID 2315; in the data active means inhibition mostly above about 28%, no sharp cut-off; inactive means mostly below about 43%; further: 0% is about no effect
TbPYK inhibitor: inhibitors of Trypanosoma brucei pyruvate kinase; Q57TT1; TbPYK enzyme, Kinase-Glo Plus ATP luminescence, 45 min; Potency, µM (titrated, usually from 76.8 µM), for inactives: at the top dose activity, negative = inhibition, most hits filed as inhibitors; 0.12% of 410,000 active; further: potency means the concentration at half of the fitted maximal effect; on the % scale 0 is the no-effect control and ±100 the full control effect; nearly all actives have a fitted effect of over 50% in size
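Screened from lowest to highest concentration, compounds were pinned into TbPYK/substrate mixtures, and ADP (130 uM final) was added. Plates sat at room temperature for 45 min prior to Kinase-Glo Plus detection by luminescence.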
CHX counter: counter-screen for Shiga toxin inhibitors: cycloheximide protein synthesis inhibition; cell reporter, cycloheximide protein synthesis inhibition counterscreen; 12% of 300,000 active; max response, %; in the data active means max response mostly above about 13%, no sharp cut-off; inactive means mostly below about 14%; further: read at 38.3 µM for the half of the compounds with a filed dose; 0% is about no effect
Pf growth 96h: P. falciparum growth inhibition at 96 hour, primary screen for plastid delayed-death inhibitors; P. falciparum luciferase reporter growth, 96 h; Potency, µM (highest dose often 28.7 µM), without a hit: at the highest dose activity change, negative = inhibition, hits mostly inhibitors; 6.9% of 320,000 active; further: potency means the concentration at half of the fitted maximal effect; on the % scale 0 is the no-effect control and ±100 the full control effect
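P. falciparum expressing integrated firefly luciferase grown in erythrocytes (2% hematocrit, 0.05% parasitemia final) with compounds for 96 hours at 37 C, 5% CO2. Growth inhibition read as loss of luminescence after adding luciferase detection reagent.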
AmpC inh no detg: AmpC beta-lactamase inhibition without detergent; P00811; AmpC nitrocefin hydrolysis, absorbance 480 nm, 0.0001% Triton; Potency, µM (doses to about 57.1 µM), inactives show at the highest dose activity change, negative = inhibition, usual class: inhibitors; 0.52% of 330,000 active; AID 485341;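 further: potency means the concentration at half of the fitted maximal effect; plate controls were no compound for no effect and no enzyme for full effect; nearly all actives have a fitted effect of over 20% in size; some results filed as inactive show a strong effect at the top dose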
Target sequence (P00811 whole entry, looked up): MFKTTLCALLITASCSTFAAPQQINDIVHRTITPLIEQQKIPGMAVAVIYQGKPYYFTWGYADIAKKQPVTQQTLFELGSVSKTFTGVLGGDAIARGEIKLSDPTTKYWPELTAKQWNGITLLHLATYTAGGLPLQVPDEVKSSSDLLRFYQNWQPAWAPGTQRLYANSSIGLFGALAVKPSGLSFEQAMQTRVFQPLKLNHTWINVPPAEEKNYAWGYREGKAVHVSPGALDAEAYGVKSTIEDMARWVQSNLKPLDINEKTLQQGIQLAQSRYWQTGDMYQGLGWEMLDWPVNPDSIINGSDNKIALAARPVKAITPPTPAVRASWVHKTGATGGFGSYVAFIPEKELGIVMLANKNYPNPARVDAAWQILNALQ
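AmpC (5.3 nM in the dispensed reagent) in 20 mM phosphate pH 7.0 with 0.01% (detergent screen) or 0.0001% Triton X-100 was preincubated with compounds for 15 min at room temperature. Nitrocefin was then added from an 800 uM solution, and hydrolysis was followed at 480 nm.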
The depositor's hits bear a star; ? = inconclusive; · = not tested or not shown; & = joins results of further samples; ! = not active in a repeat; [ ] = dose if it differs, or a comment. Unless noted, the call rests on the fitted dose curve; in most records, active means well fitted curve in the direction sought with a large enough effect; inconclusive means small, poorly fitted or top-dose-only effect, or another doubt; inactive means no such curve, though single readings can be large; an effect the other way counts as inactive or inconclusive.

SMILES	Pf growth 48h	LmPK inh	Shiga toxin inh	TbPYK inhibitor	CHX counter	Pf growth 96h	AmpC inh no detg
CCN(C(=O)c1ccc(Cl)c([N+](=O)[O-])c1)c1ccccc1	18%	5%	-9	-2%	-5	24%	25%
c1ccc(-n2nnnc2-c2cccnc2)cc1	32%	3%	-10	-3%	10	?	-18%
Cc1ccsc1C(=O)N/N=C/C=C/c1ccccc1[N+](=O)[O-]	·	2%	117*	-1%	30*	89%[activator]	-38%
COc1cc(NC(=O)CNC(=O)Cn2c(C)cc3ccccc3c2=O)cc(OC)c1OC	21%	1%	14	-1%	-7	?	-5%
Cc1ccc(C)c(NC(=S)c2ccc3ccccc3n2)c1	89%[activator]	-3%	75*	18%	44*	-16%	-12%
O=C(COc1cc2oc(=O)c3c(c2cc1Cl)CCCC3)NCc1cccnc1	-6%	6%	-10	-6%	-2	?	-16%
Cc1nc(N)nc(Nc2ccc(Cl)cc2)c1Br	34%[activator]	3%	43*	-4%	34*	?	99%[activator]
O=C(c1cc(-c2cccc(O)c2)on1)N1CCN(C(c2ccccc2)c2ccccc2)CC1	1.9µM*	-3%	-9	-3%	-2	?	-29%
O=C(O)C1CC(c2cccc(Br)c2)=NO1 (stereo not drawn)	3%	-4%	-4	2%	-4	·	-21%
Nc1c(C(=O)CSc2nccn2-c2ccc(Cl)cc2)c(=O)[nH]c(=O)n1C1CC1	?	·	·	-13%	·	?	-21%
COC(=O)c1nc(NC(=O)c2cc(OC)c(OC)c(OC)c2)n[nH]1	-1%	-5%	-10	9%	13	-4%	-14%
CC(C)(C)c1nc2ccc(NS(=O)(=O)c3ccc(F)c(F)c3F)cc2[nH]1	?	6%	-8	6%	-3	20%	-28%
Cc1cccc(OCc2nnc(SCc3nc4ccccc4c(=O)[nH]3)o2)c1	11%	-9%	-7	-2%	-1	·	-26%
Cc1cc(C)cc(NC(=O)c2ccc(S(=O)(=O)NCc3cccnc3)cc2)c1	-14%	-5%	-11	4%	-4	-1%	-21%
COc1ccc(N2CCN(C3CCCN(S(=O)(=O)c4ccccc4)C3)CC2)cc1 (stereo not drawn)	-9%	-12%	-11	-6%	12	18%	67%[activator]
O=C(Cn1nc(-c2ccccc2)ccc1=O)Nc1ccc(N2CCN(C(=O)c3ccccc3)CC2)cc1	-27%	0%	21	-17%	-3	16%	123%[activator]
O=c1[nH]c(=S)n(-c2cccc(Cl)c2)c(O)c1/C=N/N1CCOCC1	3%	5%	-13	1%	0	11%	-28%
COc1ccc(NC(=O)CCc2nnc3ccc(NCc4ccc5c(c4)OCO5)nn23)cc1	-18%	5%	-3	9%	-4	?	-13%
CCN1C(=O)/C(=C/N2CCc3ccccc32)SC1=S	95%[activator]	-5%	69*	1%	16*	14%	-9%
Cc1cc(Cl)cc(C)c1OCCCCn1ccnc1	?	-1%	-4	0%	-2	·	20%
CC1(C)CC(=O)c2cnc(NC(=O)CSc3nc4ccccc4o3)nc2C1	45%[activator]	-1%	55	-2%	16*	25%	-31%
CC1CCc2sc(C(=O)NCC3CCCO3)cc2C1 (stereo not drawn)	114%[activator]	·	·	-8%	·	145%[activator]	-8%
CC(C)c1ccc(N(CC(=O)NCc2ccco2)C(=O)CCC(=O)Nc2ccccn2)cc1	-3%	5%	51*	-18%	11*	0.74µM*	46%
O=C(COc1coc(CN2CCc3ccccc3C2)cc1=O)Nc1ccc([N+](=O)[O-])cc1	?	·	·	2%	·	?	-19%
CCCCn1c(SCN2C(=O)c3ccccc3C2=O)nc2cc(S(N)(=O)=O)ccc21	6%	4%	17	-20%	-5	4%	-36%
CC1=CC(C)=Nc2ccc(C)cc2N1	148%[activator]	1%&12%	94*!	0%&0%	27*	-9%	-27%&-4%
Cc1cc2ncn(CC(C)C)c2cc1C	?	-5%	-20	-3%	-2	28%	-11%
O=C(NNC(=O)[C@H]1CC=CC[C@H]1C(=O)O)c1ccc(Cl)cc1Cl	0%	0%	64	3%	17	45%[activator]	-17%
N/C(COc1ccc(Cl)cc1Cl)=N\NS(=O)(=O)c1ccccc1	35%[activator]	-4%	-4	-47%	-4	32%[activator]	?
CCc1ccccc1N(CC(=O)NCc1ccco1)C(=O)c1snc(C(N)=O)c1N	-18%	3%	-21	-10%	-5	?	-19%
O=C(C1CCCN(S(=O)(=O)c2ccc(F)cc2)C1)N1CCCC1 (stereo not drawn)	6%	0%	2	3%	-3	?	-12%
O=C(Nc1cnn(Cc2ccc(Cl)cc2)c1)C1CCCC1	-1%	2%	23	4%	12	1%	-26%
Clc1ccc(-c2cn3c(n2)-c2ccccc2C3)cc1Cl	117%[activator]	25µM*	64*	-2%	40*	0%	-21%
O=C(c1cccnc1Cl)N(Cc1ccccc1)Cc1ccccc1	-14%	3%	-13	-12%	-1	-29%	1%
CCC(=O)Nc1ccc(C(=O)Nc2ccc3c(c2)C(=O)N(CC2CCCO2)C3=O)cc1 (stereo not drawn)	?	-8%	-3	-6%	-3	11%	-2%
CCC(C)C(=O)Nn1c(C2CC2)nc2cc(OC)c(OC)cc2c1=O (stereo not drawn)	-10%	3%	-7	2%	-2	?	-4%[11.4 µM]
CC1CCCN(C(=O)N2c3ccccc3Sc3ccccc32)C1 (stereo not drawn)	·	1%	-14	-12%	-3	?	-15%
CC/C(=N\Nc1ccccc1[N+](=O)[O-])c1ccc(O)cc1	24%	-3%	58*	-4%	23*	-10%	-44%
Cc1ccc(C)c(NC(=O)CCC(=O)NNC(=O)c2cccc([N+](=O)[O-])c2)c1	29%	3%	-4	5%	0	34%[activator]	-13%
O=C(NCCC(=O)N1CCc2ccccc21)c1ccco1	78%[activator]	2%	76*	-9%	30*	34%[activator]	-6%
O=C(CCC(=O)N(CC(=O)NC1CCCCC1)c1ccc2c(c1)OCCO2)Nc1ccccn1	35%	0%	15	·	21*	61%[activator]	-8%
COc1ccccc1S(=O)Cc1ccc(C(=O)NC2CCCC2)o1 (stereo not drawn)	·	8%	-18	-25%	-5	?	-7%
CC(C)CN(C(=O)COc1ccc2ccc(=O)oc2c1)C1CCS(=O)(=O)C1 (stereo not drawn)	-5%	-3%	18	0%	-3	-23%	-1%
Cc1cc2[nH]c3ccccc3c2c(C)n1	6.6µM*	0%	37*	-7%	36*	2.1µM*	-40%
O=c1c(-c2nnc(SCc3ccc(Cl)cc3Cl)o2)cccn1Cc1ccccc1	?	-1%	-5	-5%	-2	?	-17%
COc1ccc(/C=C/c2nnc(NC(=O)c3ccco3)s2)cc1	4%	-1%	41	-5%	9	-3%	-18%
O=C(Cn1nnc(-c2ccc(S(=O)(=O)N3CCCC3)cc2)n1)NCC1CCCO1 (stereo not drawn)	·	2%	-7	-14%	0	25%	22%
O=C(/C=C/c1ccccc1)NC(=S)NNC(=O)c1cnccn1	-12%	6%	20	-14%	1	0%	-14%
O=C(C1CCCC1)N1CCC(CC2CC(c3ccc(Cl)cc3)=NO2)(C(=O)NCC2CCCCC2)CC1 (stereo not drawn)	?	7%	-8	2%	3	1µM*	14%
COc1ccc(C2c3[nH]c4ccccc4c3CCN2Cc2ccoc2)c(F)c1 (stereo not drawn)	?	3%	-7	-3%	2	?	-36%
N#C/C(=C\c1ccc(Cl)cc1)c1nc(-c2ccco2)cs1	43%[activator]	1%	-3	-4%	2	0%	-15%
CCN(CC)S(=O)(=O)c1ccc(NC(=O)C2COc3ccccc3O2)cc1 (stereo not drawn)	?	1%	18	-6%	21	?	-26%
O=C(O)C(Cc1ccccc1)N1C(=O)C2CCCCC2C1=O (stereo not drawn)	7%	8%	5	0%	-2	?	-10%
CCOC(=O)c1sc(NC(=O)/C=C/c2ccccc2)nc1C	56%[activator]	7%	2	-4%	-2	17%	-11%
O=C(CSc1ncccn1)N1CCc2ccccc2C1	0%	-4%	28	-11%	14*	4%	0%
COc1ccc(N=C2CC(C)(C)CC(=O)/C2=C(/O)c2ccccc2)cc1	-15%	-2%	16	-3%	-4	-25%	22%
COc1cc(NC(=O)Nc2cccc([N+](=O)[O-])c2)cc(OC)c1	?	3%	17	-6%	-1	-20%	-9%[2.29 µM]
COc1cc(OC)cc(C(=O)Nc2nc(CC(=O)NCc3ccc(F)cc3)cs2)c1	?	·	·	1%	·	12µM*	-30%
O=C(c1ccco1)N1CCN(C(=O)C(c2ccccc2)c2ccccc2)CC1	?	1%	-3	-7%	-1	?	-2%
COc1cccc(-c2cc(C(F)(F)F)n3nc(N)nc3n2)c1	13%	-5%	6	-7%	-1	0%	-7%

Shown field by field: part of the list above
COc1ccc(N=C2CC(C)(C)CC(=O)/C2=C(/O)c2ccccc2)cc1
  Pf growth 48h: -15%; LmPK inh: -2%; Shiga toxin inh: 16; TbPYK inhibitor: -3%; CHX counter: -4; Pf growth 96h: -25%; AmpC inh no detg: 22%
COc1cc(NC(=O)Nc2cccc([N+](=O)[O-])c2)cc(OC)c1
  Pf growth 48h: ?; LmPK inh: 3%; Shiga toxin inh: 17; TbPYK inhibitor: -6%; CHX counter: -1; Pf growth 96h: -20%; AmpC inh no detg: -9%[2.29 µM]
COc1cc(OC)cc(C(=O)Nc2nc(CC(=O)NCc3ccc(F)cc3)cs2)c1
  Pf growth 48h: ?; LmPK inh: ·; Shiga toxin inh: ·; TbPYK inhibitor: 1%; CHX counter: ·; Pf growth 96h: 12µM*; AmpC inh no detg: -30%
O=C(c1ccco1)N1CCN(C(=O)C(c2ccccc2)c2ccccc2)CC1
  Pf growth 48h: ?; LmPK inh: 1%; Shiga toxin inh: -3; TbPYK inhibitor: -7%; CHX counter: -1; Pf growth 96h: ?; AmpC inh no detg: -2%

The results go on.
SMILES	Pf growth 48h	LmPK inh	Shiga toxin inh	TbPYK inhibitor	CHX counter	Pf growth 96h	AmpC inh no detg
COc1cc(OC)cc(OC(=O)C2CCN(C(=O)c3ccc(F)cc3)CC2)c1	-13%	·	·	?	·	27%	50%
Cc1ccccc1-c1nnn(CC(=O)c2ccc(S(=O)(=O)N3CCCC3)cc2)n1	?	0%	-5	4%	0	?	-39%
Cc1ccccc1CN1CCN(c2nc3ccccc3s2)CC1	·	-1%	63*	-10%	51*	155%[activator]	30%
Cn1ncc([N+](=O)[O-])c1C(=O)N/N=C/c1ccc(F)cc1	3%	0%	-2	4%	1	7%	-11%
COc1ccc(NC(=O)Cn2nnc3sc4c(c3c2=O)CC(C)(C)OC4)cc1	12%	-2%	7	5%	-2	16%	-22%
O=C(Cn1c(=S)[nH]c2ccccc2c1=O)N1CCc2ccccc2C1	-12%	4%	-4	-2%	1	4%	-38%
NC(=O)C1CCN(c2ncccc2[N+](=O)[O-])CC1	-9%	-3%	-12	0%	0	-30%	-14%
CN(C)c1nc(N)nc(CSc2ncc(Cl)cc2Cl)n1	11%	0%	-14	-5%	8	·	3%
COc1ccc(C(=O)N[C@H](C(=O)OCc2nc3ccsc3c(=O)[nH]2)C(C)C)cc1	24%	·	·	-1%	·	4%	-33%
CCN(CC)c1ccc(/C=N/NC(=O)c2cccc(S(=O)(=O)Nc3ccccc3OC)c2)c(O)c1	9.3µM*	1%	-2	1%	-3	12µM*	-41%

Screening data deposited in PubChem BioAssay by National Center for Advancing Translational Sciences (NCATS).
